Bioassay records as filed in PubChem.
SV40 large T antigen: TAg ATPase/helicase activity blockers – biochemical (AID 1903). SV40 large T antigen ATPase/helicase inhibition assay; higher % means a stronger effect. inhibition, % at 20 µM; hits with a dose series show IC50 in µM. 310,000 compounds, 0.39% hits; in the data active means a potency from the dose series; inconclusive means inhibition mostly from about 32% at the one dose, without a potency; inactive means the rest, 99 in 100 with inhibition below about 32%; further: strong numbers were not always called active
Salmonella PhoP GFP: inhibitors of PhoP regulon expression, primary screen, Salmonella Typhimurium, GFP reporter (AID 1863); S. Typhimurium PhoP-regulated promoter GFP reporter, 4 h; higher % means a stronger effect; inhibition, % at 50 µM; hits with a dose series show IC50 in µM; 300,000 compounds, 0.16% hits;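 active means inhibition over 29.93%, a cutoff 3 SD above the screen mean, later confirmed by dose response; inconclusive means inhibition over 29.93% but no dose response follow-up; inactive means inhibition at most 29.93% or unconfirmed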;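 further: 0% = low Mg2+ inducing control and 100% = high Mg2+ repressing control; strong numbers were not always called active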
UTI89 phage lysis: protection from phage-mediated lysis, alamar blue read-out – E. coli UTI89, K1F phage, bacterial capsule biogenesis inhibitors (AID 488966). E. coli UTI89 K1F phage lysis, alamar blue, 2 h; higher % means a stronger effect. one-dose inhibition, % at 100 µM; IC50 in µM for titrated hits. 340,000 compounds, 0.02% hits;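 active means phage lysis inhibition, versus mean bacterial control, above a set limit; inconclusive means no clear call, values can overlap the other calls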;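 further: capsule biogenesis inhibitors block K1F phage lysis so surviving cells raise fluorescence; higher fluorescence means more inhibition of phage lysis; actives were called in the ten point dose series up to 300 µM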
MgcRacGAP inhibition: MgcRacGAP GTPase-activating activity inhibitors, confirmation, biochemical, ADP Hunter fluorescence; MgcRacGAP-stimulated Rac1 GTP hydrolysis, ADP Hunter fluorescence; higher % means a stronger effect; GST-tagged Rac1 F28L mutant substrate; one-dose inhibition, % at 30 µM; IC50 in µM for titrated hits; 340,000 compounds, 0.6% hits; AID 624330;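 active means first-screen hits whose inhibition reached a set limit at any dose in the follow-up dose series; inconclusive means inhibition above the set first-screen limit but never retested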;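 further: fluorescence reports GDP produced by GAP-driven GTP hydrolysis; strong numbers were not always called active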
NTR1 agonist: NTR1-driven beta-arrestin-GFP spot formation – imaging, U2OS cells, high content, primary screen (AID 493036); agonist mode; P30989; activation, % at 20 µM; 330,000 compounds, 0.17% hits;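 active means activation at or above 40% of the spot to cytoplasm intensity ratio, with at least 20 cells analyzed; inconclusive means wells under 20 cells, flagged as cytotoxic or low count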;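 further: 0% = DMSO without peptide and 100% = 100 nM NTR1 peptide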
Target sequence (P30989 whole entry, looked up): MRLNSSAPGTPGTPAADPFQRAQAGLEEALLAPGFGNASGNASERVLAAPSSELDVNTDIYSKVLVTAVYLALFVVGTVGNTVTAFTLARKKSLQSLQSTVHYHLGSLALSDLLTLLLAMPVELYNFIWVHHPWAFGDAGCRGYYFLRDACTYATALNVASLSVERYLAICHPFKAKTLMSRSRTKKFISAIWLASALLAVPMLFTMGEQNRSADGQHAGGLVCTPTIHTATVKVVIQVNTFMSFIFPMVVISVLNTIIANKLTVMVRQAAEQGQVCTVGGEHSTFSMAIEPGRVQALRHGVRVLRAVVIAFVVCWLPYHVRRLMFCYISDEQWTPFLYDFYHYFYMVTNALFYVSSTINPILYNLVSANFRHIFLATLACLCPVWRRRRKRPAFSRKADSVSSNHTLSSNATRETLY
West Nile virus CPE: West Nile virus antiviral activity, cell-based, CPE readout (AID 1621); 290,000 compounds, 0.02% hits; West Nile virus-infected cells, CPE inhibition; higher % means a stronger effect; CPE inhibition, % at 10 µM; hits with a dose series show IC50 in µM; in the data active means a potency from the dose series; inconclusive means CPE inhibition mostly from about 3.7% at the one dose, without a potency; inactive means the rest, 99 in 100 with CPE inhibition below about 2.2%; further: strong numbers were not always called active
Dengue-2 NS5 capping: flavivirus cap methylation enzyme inhibition – biochemical, confirmation dose response, primary screen (AID 588689). Dengue-2 NS5 methyltransferase capping enzyme assay, biochemical; higher % means a stronger effect. inhibition, % at 25 µM, or IC50 in µM where a hit was titrated. 340,000 compounds, 0.3% hits; in the data active means a potency from the dose series; inconclusive means inhibition above about 29% without an active follow-up result
T cell HTS: modulates CD8 T cell binding to vesicles; 2C CD8+ T cell-vesicle binding, flow cytometry; stronger effect = lower value; calls only at 7 µM; 330,000 compounds, 0.068% hits; AID 2052;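 active means response, share of CD8 T cells binding vesicles, and their 90th percentile fluorescence all below set limits, cut at about 80% in these data, passing the limit was not always enough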
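Read-out – percent CD8+ FL2 mean versus row control · System – murine 2C transgenic CD8+ T lymphocytes · Times – 1.5 h cell–vesicle binding at 37 °C, then 20 min icy labelling · Control set – naked vesicles low, QL9 vesicles with vehicle high · Detection – cytometric PE anti-B7-1 and Alexa647 anti-CD8 signals after 1% paraformaldehyde fixation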
RSV antiviral HEp-2: inhibition of RSV-induced cytopathic effect – HEp-2 cells, primary 10 µM value included (AID 2391) | 310,000 compounds, 0.13% hits | CPE inhibition, % at 10 µM, or IC50 in µM where a hit was titrated | HEp-2 cells, RSV-induced CPE inhibition; higher % means a stronger effect; in the data active means a potency from the dose series; inconclusive means CPE inhibition mostly from about 23% at the one dose, without a potency; inactive means the rest, 99 in 100 with CPE inhibition below about 21%; further: strong numbers were not always called active
T cell HTS vesicle-bound %: second read-out of T cell HTS, no call of its own (marks repeat the call); double positive events, %; measured here: CD8+ vesicle-bound cell fraction;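 binding gate set so that unloaded-vesicle control wells show 10% double positive cells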
NTR1 agonist cell count 20 µM: second read-out of NTR1 agonist, no call of its own (marks repeat the call); cell count; measured here: cell count, cytotoxicity flag
Dengue-2 NS5 capping pilot replicate: recorded beside Dengue-2 NS5 capping, whose call it bears; inhibition, %; measured here: pilot screen replicate inhibition
* hit, by the source's call; i = inactive; ? = inconclusive; / = no result given; [ ] = another dose, or the depositor's remark. Rows were taken by chance, and some 1.5% of all compounds hit somewhere here.

SMILES	SV40 large T antigen	Salmonella PhoP GFP	UTI89 phage lysis	MgcRacGAP inhibition	NTR1 agonist	NTR1 agonist cell count 20 µM	West Nile virus CPE	Dengue-2 NS5 capping	T cell HTS	T cell HTS vesicle-bound %	RSV antiviral HEp-2	others
COC(=O)c1ccc(NCC(=O)Nc2cc(C)cc(C)c2)cc1	13%	/	0.0%	4%	0.9	55	-0.3%	-7%	i	18	5.0%
CCn1nnnc1SCC(=O)Nc1sc(C)c(C)c1C#N	-9%	-5%	0.1%	13%	1.8	44	-0.2%	4%	i	17	1.0%
Cc1ccc(NC(=O)CCc2nc(-c3cccs3)no2)c(Br)c1	12%	-9%	0.4%	1%	-0.8	63	-0.8%	-6%	i	8	0.3%
C=CCSc1ncccc1C(=O)O	1%	-30%	-3.4%	13%	1.2	77	0.4%	-1%	i	38	1.5%
N#C/C(=C\Nc1ccc2cn[nH]c2c1)c1nc(-c2ccc(Cl)cc2)cs1	5%	-8%	0.3%	10%	4.0	61	0.3%	-19%	i	6	3.2%
COc1ccc(C)cc1S(=O)(=O)n1nc(C)cc1C	6%	-11%	-1.0%	5%	-1.4	35	-0.7%	-1%	i	43	0.0%
CCOC(=O)c1cnn(CCOC(=O)c2cccs2)c1NC(=O)c1cccs1	1%	-6%	6.8%	4%	/	/	-0.1%	-1%	/	/	/
O=C(COC(=O)c1oc2ccccc2c1CSc1ccc(Cl)cc1)NC1CCCC1	-7%	0%	0.3%	10%	3.4	95	-1.0%	2%	i	52	6.7%
CN(NS(C)(=O)=O)c1c(C#N)c(C(F)(F)F)nn1C	6%	3%	0.4%	1%	0.0	47	/	-4%	i	12	-0.6%
Cc1cccc(/C=N/NC(=O)c2ccc3c(c2)OCCO3)c1O	8%	6%	0.1%	3%	3.9	59	?	-18%	i	44	-2.5%
CCCn1c(SCC(=O)NC2CCCCC2C)n[nH]c1=O (centres undefined)	1%	-4%	0.5%	4%	-2.8	74	0.2%	3%	i	49	1.0%
CC1Cc2nc(SCC(=O)Nc3ccc4c(c3)OCO4)n(-c3ccc(F)cc3)c(=O)c2S1 (centres undefined)	17%	-5%	6.9%	1%	1.0	58	-0.1%	-3%	i	14	0.8%
COc1cccc2cc(C(=O)c3ccc([N+](=O)[O-])cc3)oc12	1%	-3%	0.2%	-13%	-0.5	77	-0.1%	10%	i	65	4.5%
Cc1ccc(-n2nc(C)c(NS(=O)(=O)c3ccccc3)c2C)cc1C	11%	3%	3.5%	6%	1.5	65	-0.3%	-4%	i	13	0.3%
CCCCN=C(C)c1c(O)c2ccccc2oc1=O	-1%	0%	0.9%	10%	-0.5	51	0.4%	2%	i	46	3.9%
CCN1CCN(C(=O)c2ccccc2N(Cc2ccccc2)S(=O)(=O)c2ccc(C)cc2)CC1	1%	-6%	5.0%	4%	0.0	77	-0.7%	0%	i	41	-3.1%
CCOC(=O)C1CCCN(c2c(N3CCOCC3)c(=O)c2=O)C1 (centres undefined)	5%	4%	-0.7%	2%	-0.1	76	0.1%	-1%	i	46	3.1%
O=C(CCCCCn1c(=S)[nH]c2ccc(Br)cc2c1=O)NCC1CCCO1 (centres undefined)	11%	-2%	0.2%	6%	1.8	84	0.1%	-1%	i	40	2.7%	Dengue-2 NS5 capping pilot replicate=0.0
COc1ccc(OC)c(-c2csc(NC(=O)CSCc3c(C)noc3C)n2)c1	14%	-5%	0.5%[50 µM]	0%	3.4	55	/	5%	i	60	-1.8%
COc1ccc(CCN2C(=O)CC(Sc3ncccc3C(=O)O)C2=O)cc1OC (centres undefined)	-2%	5%	-0.4%	-9%	1.1	78	-0.2%	15%	i	54	0.5%	Dengue-2 NS5 capping pilot replicate=3.6
C#CCOCCOCCOCCNc1nc(N2CCOCC2)nc(N2CCN(C(=O)[C@H](CC(N)=O)n3cc([C@@H](N)C(C)C)nn3)CC2)n1	/	/	2.5%	6%	0.7	66	/	2%	i	21	/
COCCNC(=O)C(OC(=O)C1=Cc2ccccc2OC1)C(C)C (centres undefined)	/	/	-0.5%	-11%	-0.6	40	-0.9%	-1%	i	32	3.3%
COc1cc(NC(=O)c2cc(-c3ccc4c(c3)OCO4)on2)cc(OC)c1OC	3%	-4%	0.0%	7%	0.7	46	-0.6%	-11%	i	29	6.4%
CCN1C(=O)N(c2ccc(C(C)=O)cc2)S(=O)(=O)c2ccccc21	3%	6%	0.0%	5%	-1.2	79	-0.3%	-4%	i	50	1.6%

In the list so far, 5 contain four or more nitrogen atoms:
SMILES	SV40 large T antigen	Salmonella PhoP GFP	UTI89 phage lysis	MgcRacGAP inhibition	NTR1 agonist	NTR1 agonist cell count 20 µM	West Nile virus CPE	Dengue-2 NS5 capping	T cell HTS	T cell HTS vesicle-bound %	RSV antiviral HEp-2	others
CCn1nnnc1SCC(=O)Nc1sc(C)c(C)c1C#N	-9%	-5%	0.1%	13%	1.8	44	-0.2%	4%	i	17	1.0%
N#C/C(=C\Nc1ccc2cn[nH]c2c1)c1nc(-c2ccc(Cl)cc2)cs1	5%	-8%	0.3%	10%	4.0	61	0.3%	-19%	i	6	3.2%
CN(NS(C)(=O)=O)c1c(C#N)c(C(F)(F)F)nn1C	6%	3%	0.4%	1%	0.0	47	/	-4%	i	12	-0.6%
CCCn1c(SCC(=O)NC2CCCCC2C)n[nH]c1=O (centres undefined)	1%	-4%	0.5%	4%	-2.8	74	0.2%	3%	i	49	1.0%
C#CCOCCOCCOCCNc1nc(N2CCOCC2)nc(N2CCN(C(=O)[C@H](CC(N)=O)n3cc([C@@H](N)C(C)C)nn3)CC2)n1	/	/	2.5%	6%	0.7	66	/	2%	i	21	/
